Assay outcomes from PubChem BioAssay.
ARNT-TACC3 inh = disruptors of ARNT/TACC3 protein interaction, primary screen, biochemical, AlphaScreen, single concentration; Transforming acidic coiled-coil-containing protein 3 (Homo sapiens), Q9Y6A5; AlphaScreen His-ARNT PAS-B/GST-TACC3 binding, luminescence; TACC3 fragment carries E629A point mutation; inhibition, % at 9.99 µM; hit rate 0.66% among 390,000; AID 623870, 2012;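 active = mean inhibition of replicates at least 50% and at least half of replicates each reaching 50%; inconclusive = half or more replicates reach 50% but mean below 50%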;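 also: 0% = complete ARNT plus TACC3 wells and 100% = ARNT alone without TACC3; many hits fall short of the cut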
INS-1E GSIS act = GLuc luminescence reporter in INS-1E cells, primary screen for activators of glucose-dependent secretion of insulin; INS-1E GLuc reporter insulin secretion, 2-3 h; activation, % at 16.6 µM; hit rate 0.61% among 370,000;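 active = lowest replicate activation of at least 40%, so every replicate reaches that level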;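 also: 0% = median of neutral control wells and 100% = median of IBMX positive control wells; some compounds called inactive have numbers as strong as hits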
CFTR F508del cor = F508del CFTR correction, initial screen, CFBE line, single point; activity (quench increase), % at 7.58 µM; AID 720511, 2013; CFBE cells, YFP halide quenching; stimulated with forskolin plus potentiator P3; % fluorescence drop versus neutral controls; hit rate 0.36% among 350,000;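 active = mean added fluorescence quench of at least 8% versus neutral control, with both replicates also reaching 8%; inconclusive = only one of the mean or replicate conditions met; inactive = mean below 8% and not both replicates reaching 8%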;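 also: cells transiently co-express mutant CFTR-F508del with the halide-sensitive YFP; corrector assay measuring rescue of mutant channel to the surface after 24 h compound exposure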
DENV2 CPE = inhibitors of DENV2 cytopathic effect, primary screen, cell-based, plate reader, single concentration; DENV2-infected cells, cytopathic effect rescue; CPE inhibition, % at 9.99 µM; hit rate 1.7% among 350,000; in the data active = CPE inhibition above about 20%, passing the limit was not always enough; inconclusive = no clear call, values can overlap the other calls; tested in BHK-21 cells;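 also: 0% = median of neutral control wells and 100% = median of positive control wells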
ERp5 inh = inhibitors of ERp5-driven insulin aggregation, primary screen, biochemical, turbidity, absorbance 650 nm, single point; 90 min; AID 651711, 2012; Protein disulfide-isomerase A6 (Homo sapiens), Q15084; inhibition, % at 9.99 µM; hit rate 0.05% among 350,000;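 active = mean replicate inhibition above about 25%, with every replicate also reaching it, limit read from the data, passing the limit was not always enough; inconclusive = only one of those two criteria met; inactive = neither criterion met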
Target sequence (Q15084 whole entry, looked up): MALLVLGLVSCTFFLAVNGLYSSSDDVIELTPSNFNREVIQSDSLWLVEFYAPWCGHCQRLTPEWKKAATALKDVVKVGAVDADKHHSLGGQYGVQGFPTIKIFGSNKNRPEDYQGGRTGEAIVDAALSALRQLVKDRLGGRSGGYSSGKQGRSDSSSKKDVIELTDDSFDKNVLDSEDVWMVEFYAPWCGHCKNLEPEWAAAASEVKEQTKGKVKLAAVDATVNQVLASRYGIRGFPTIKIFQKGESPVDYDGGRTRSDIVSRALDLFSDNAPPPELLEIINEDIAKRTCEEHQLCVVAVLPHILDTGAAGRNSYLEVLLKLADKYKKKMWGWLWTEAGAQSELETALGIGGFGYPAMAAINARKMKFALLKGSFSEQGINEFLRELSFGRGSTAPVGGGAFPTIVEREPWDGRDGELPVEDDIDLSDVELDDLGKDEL
EWS-Fli inh = EWS/Fli-driven NR0B1 reporter inhibitors, primary screen, A673 cells, NR0B1 luciferase, luminescence, MLPCN library; viability-normalised; inhibition, % at 12.6 µM; hit rate 0.67% among 350,000; AID 651661, 2012;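 active = mean inhibition of at least 50% after viability correction, with every replicate also passing that limit; inconclusive = mean reaches 50% but only one of two replicates passes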;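 also: firefly luciferase signal divided by Alamar Blue viability fluorescence both relative to DMSO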
PAX8 inh HTS = inhibitors of PAX8-driven TPO luciferase reporter, primary screen, RMG-I cells, single concentration; SteadyGlo, 24 h; inhibition, % at 12.6 µM; hit rate 1.2% among 360,000; AID 652154, 2013;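 active = mean replicate inhibition at least 60% with every replicate also reaching 60%; inconclusive = only one of the two criteria is met; inactive = mean below 60% and not all replicates reaching 60%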;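 also: luciferase light reporting Pax8 driven TPO promoter activity; plate controls were median of neutral control wells for no effect and mitoxantrone controls for full effect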
Xi reactivation = activators of inactive X chromosome reactivation, primary screen, imaging, XiGFP fibroblasts, GFP high-content imaging, set 2; XiGFP mouse fibroblasts, % GFP-positive cells imaging, 3 d; cells co-treated with 5-aza-dC sensitizer; scaled so ellipticine positive control = 100%; activation, % at 7.58 µM; hit rate 0.055% among 360,000;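 active = mean normalized replicate activation at least 10% and every replicate at or above 10%; inconclusive = only one of the two criteria met; inactive = mean below 10% and not all replicates reach 10%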;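 also: 0% = median of on-plate neutral control wells and 100% = ellipticine 6 µM median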
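System: SV40-immortalized XiGFP fibroblast cells, line 68-5-11 / Incubation: 3-day compound exposure, then 15 min fixation at room temperature / Compound: single concentration per compound, delivered by pin transfer / Buffer or medium: DMEM plus 5-aza-dC sensitizer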
* marks the source's active call; other numbers are inactive results; ? = inconclusive; / = not tested or not shown; & = joins results of further samples.

SMILES	ARNT-TACC3 inh	INS-1E GSIS act	CFTR F508del cor	DENV2 CPE	ERp5 inh	EWS-Fli inh	PAX8 inh HTS	Xi reactivation
Cc1ccc(S(=O)(=O)N(C)C[C@@H]2OCCCC[C@@H](C)Oc3ccc(NS(=O)(=O)c4c(C)noc4C)cc3C(=O)N([C@H](C)CO)C[C@@H]2C)cc1	-7.8	-13.2&-1.4	1.8&-1.7	-2.2&-6.4	-3.0&-2.3	6.9&10.2	29.4&-20.3	0.0&0.3
O=C(c1ccccc1O)N1N=C(C(F)(F)F)CC1(O)c1ccc([N+](=O)[O-])cc1 (stereo not drawn)	8.3	-21.4	-6.7	?	-1.1	4.7	6.1	0.0
CC1C(=O)N(Cc2cn(Cc3ccco3)nn2)CCS(=O)(=O)N1Cc1ccc(-c2cccnc2)cc1 (stereo not drawn)	/	-1.7	1.2	16.2	-0.1	-18.1	-6.5	0.1
Cc1noc(C)c1S(=O)(=O)Nc1ccc2c(c1)C(=O)N([C@H](C)CO)C[C@@H](C)[C@H](CN(C)C)OCCCC[C@@H](C)O2	-6.8	13.9	-0.8	8.1	3.0	-14.4	-5.2	0.1
O=C(Nc1cc(Cl)ccc1N1CCOCC1)c1cccnc1	1.9	21.2	0.4	1.3	1.8	2.8	5.5	0.1
COc1ccc(OC)c2c1sc(=NC(=O)C1COc3ccccc3O1)n2C (stereo not drawn)	-5.4	1.1	-0.5	-1.6	-4.4	-79.3	-9.4	0.0
COc1ccc(NC2=C(C(C)=O)C(c3ccccc3)C(C(C)=O)C(C)(O)C2)cc1 (stereo not drawn)	25.0	-8.1	-1.3	-1.1	-3.8	17.5	24.1	0.0
CC(=O)c1sc(NC(C)c2ccccc2)nc1C (stereo not drawn)	14.0	24.9	-0.6	2.9	10.7	-4.2	-6.9	0.2
COCc1cn(CC[C@H]2CC[C@@H](NC(=O)c3ccccc3)[C@H](CO)O2)nn1	-13.5	2.8	-0.9	16.0	-0.2	-0.8	-18.0	-0.4
C[C@@H]1CN([C@@H](C)CO)C(=O)c2cc(/C=C/c3ccccc3)cnc2O[C@@H]1CN(C)Cc1cncnc1	/	3.7	-1.8	-11.7	-9.4	-0.1	7.0	-1.2
Cc1cc(=O)oc2ccc(OC(=O)CC(C)C)cc12	/	5.1	1.3	6.9	-3.7	-3.3	-22.5	0.0
O=S(=O)(Cc1ccc(Cl)cc1)NCc1ccc2c(c1)OCO2	-31.6	23.0	-1.1	-6.2	7.1	-1.0	12.0	0.0
Cc1cc(C)c(S(=O)(=O)N2CCCCCC2)cc1Br	-10.6	-8.6	-1.2	2.0	-1.6	3.7	2.3	0.0
O=C(CCl)Nc1cccc(Oc2ccccc2)c1	-3.0	11.5	-3.5	9.0	-1.0	14.0	15.4	0.7
COC(=O)C1=C2CC[C@H](CO)NC(=O)N[C@H](Cc3ccccc3)C(=O)NCc3cn(nn3)C[C@@H](Cc3ccccc3)NC(=O)c3oc(c(C(=O)OC)c3C(=O)OC)CC[C@H](CO)NC(=O)N[C@H](Cc3ccccc3)C(=O)NCc3cn(nn3)C[C@@H](Cc3ccccc3)NC(=O)C(=C1C(=O)OC)O2	-2.2	/	0.5	?	0.6	-7.5	-2.5	/
C[C@@H]1CN([C@H](C)CO)C(=O)c2cc(N(C)C)ccc2O[C@@H]1CN(C)Cc1ccc(C(=O)Nc2ccccc2N)cc1	/	/	9.2*	-8.0	6.0	73.9*	50.3	/
COc1ccccc1NC(=O)N(C)C[C@@H]1OCc2ccccc2-c2ccccc2C(=O)N([C@H](C)CO)C[C@H]1C	-14.7	-6.9	-0.1	-3.1	-0.2	6.4	-35.4	1.0
CCCCN1CCc2c1nc1ccc(Br)cc1c2N	6.8	32.8	1.8	/	-10.0	-9.5	/	/
O=C1CCCc2ccc3ccccc3c21	3.8	5.4	-2.1	-11.2	3.0	0.2	-6.0	0.0
Cc1nc2nc(SCC(=O)NCCCN3CCCCC3)nn2c(C)c1Cc1ccccc1	-2.4	-6.2	2.5	-1.8	1.1	3.6	-13.4	0.0
Cc1ccc(S(=O)(=O)Nc2ccc3c(c2)C(=O)N([C@@H](C)CO)C[C@@H](C)[C@H](CN(C)S(=O)(=O)c2cccs2)OCCCC[C@@H](C)O3)cc1	14.0	-5.9	-4.1	8.4	-3.4	4.7	16.2	0.1
Cc1ccc(-c2csc(N3CCN(CCCn4c(-c5ccncc5)nc5ccccc54)CC3)n2)cc1	-0.6	8.9	5.9	-4.8	2.3	32.5	46.1	0.0
COc1ccc2nc(SCC(=O)NCc3ccccc3)[nH]c2c1	-14.1	-10.2	0.3	1.0	2.7	-24.4	2.3	0.0
COc1ccc(NC(=O)CSCC(=O)N(C)CC(=O)Nc2c(C)cccc2C)cc1	-3.3	-3.9	-0.3	-0.3	5.4	-3.8	-7.2	0.5
CC(C)C[C@H]1CNC(=S)N1C[C@H]1CCCN1C[C@H](Cc1ccccc1)N1C[C@H](Cc2ccc(O)cc2)N(CC2CCCCCC2)C1=S	/	/	2.7	-6.2	15.8	17.7	13.0	0.4
C=C1c2ccccc2O[C@H](C(=O)OCC)[C@H]1OC	-6.1	5.1	2.1	-2.9	-5.0	-6.6	-6.7	0.1
CCOC(=O)Cn1c(O)c(N=NC(=O)OC)c2ccccc21	-4.0	0.6	-0.8	1.1	2.9	12.7	3.5	-0.2
O=C(NC(NC(=S)Nc1cccc(C(=O)O)c1)C(Cl)(Cl)Cl)OCc1ccccc1 (stereo not drawn)	-13.6	32.3	-0.7	-0.7	1.6	3.1	17.4	0.0
CCCC(=O)Nc1ccc2c(c1)OC[C@@H](C)N(Cc1ccncc1)C[C@@H](C)[C@H](OC)CN(C)C2=O	-4.0	-3.5	0.6	-13.9	1.4	-5.2	/	0.2
O=C(NCc1ccccn1)C1CC(=O)N(C2CCCC2)C1 (stereo not drawn)	11.7	17.4	-0.1	7.5	2.9	-6.3	-37.9	0.2
O=c1cc(-c2ccc3c(c2)OCCO3)oc2ccc(Cl)cc12	-0.9	3.0	/	/	/	/	-233.0	0.0
CCc1ccc2nc(N(CCCN(C)C)C(=O)c3ccc(S(=O)(=O)N(C)C4CCCCC4)cc3)sc2c1	2.7	-34.2	1.5	2.3	1.4	/	-4.4	-0.2
NS(=O)(=O)c1ccc(CCNC(=O)c2cccc3ccccc23)cc1	-8.2	3.3	2.7	-2.8	-5.9	4.1	9.5	0.1
CC1CCCCN1CCNC(=O)c1ccc2c(=O)n(Cc3ccc(Cl)cc3)c(=S)[nH]c2c1 (stereo not drawn)	1.3	-36.0	2.0	4.3	9.2	13.8	8.9	0.0
CC(=O)N1CCN(C2=NC(=O)/C(=C\c3cccs3)S2)CC1	-5.2	1.7	-5.1	6.9	0.5	0.0	8.2	0.0
Cc1[nH]c(C)c(S(=O)(=O)N2CCN(c3ccccc3F)CC2)c1C(=O)N1CCCCC1	-0.1	-6.9	0.9	?	-2.9	/	-8.4	0.2
CNC[C@H]1Oc2ccc(NC(=O)NC3CCCCC3)cc2C(=O)N([C@@H](C)CO)C[C@@H]1C	-1.4	31.8	1.6	1.3	0.2	-2.0	5.5	-1.0
O=C(COc1ccccc1)Nc1nnc(S(=O)(=O)Nc2ccccc2)s1	-3.3	/	5.6	9.2	-2.1	-2.4	-7.3	0.3
C[C@H](NC(=O)c1nc[nH]c1C(=O)N[C@@H](Cc1ccccc1)C(=O)OC(C)(C)C)C(=O)OC(C)(C)C	-2.9	-32.2	2.1	6.9	3.7	5.4	22.1	0.0
COc1ccc2c3c([nH]c2c1)[C@H](CO)N(C(=O)c1ccncc1)CC31CCN(C(=O)c2ccncc2)CC1	/	14.3	-1.5	?	4.6	4.9	/	0.0
COc1cc(O)c(C(=O)O)c(CCc2ccccc2)c1	-4.2	6.3	0.0	1.6	3.0	2.1	-19.5	0.1
O=C(O)c1cc(/C=C/c2ccc(N3CCOCC3)c([N+](=O)[O-])c2)nc2ccccc12	/	24.5	2.7	-0.3	1.6	-20.5	0.9	0.3
NS(=O)(=O)Oc1ccccc1	/	5.9	-1.2	52.1*	0.7	1.4	-1.7	0.2
N#CC1c2ccccc2C=CN1C(=O)c1ccccc1 (stereo not drawn)	0.9	10.0	1.3	2.7	-0.2	1.4	-6.3	0.0
COc1ccc(CN(C)C[C@@H]2OCCCC[C@@H](C)Oc3ccc(NS(=O)(=O)c4ccc(F)cc4)cc3C(=O)N([C@H](C)CO)C[C@@H]2C)cc1	-7.7	-3.4	-0.6	4.2	4.3	-10.5	4.9	0.0
C[C@@H]1CN([C@@H](C)CO)C(=O)c2cc(C#CCC3CCCC3)cnc2O[C@@H]1CN(C)S(=O)(=O)c1cccs1	9.0	-7.0	-0.8	6.3	3.5	-14.8	19.2	0.0
Cc1nc(C(C)NC(=O)CCc2nnc(-c3ccsc3)o2)cs1 (stereo not drawn)	18.3	-3.2	-0.4	-4.0	7.5	-14.5	-21.1	-0.2
CCOC(=O)C(CC)/C(C)=N\NC(=O)c1cccc(C)c1 (stereo not drawn)	-0.2	13.8	-0.6	7.0	2.4	-9.9	13.5	0.0
COCC(=O)Nc1ccc2c(c1)[C@H]1C[C@@H](CC(=O)NCc3ccccc3OC)O[C@H](CO)[C@H]1O2	-6.4	1.6	3.4	13.5	/	7.4	/	0.2
COc1ccc(NC(=O)N(C)C[C@@H]2Oc3ccc(NS(C)(=O)=O)cc3CC(=O)N([C@H](C)CO)C[C@@H]2C)cc1	8.7	-7.0	-0.5	33.8*	13.9	-10.2	-16.1	0.0
O=C(COC(=O)c1cc(=O)[nH]c2ccccc12)Nc1ccc(F)cc1	-2.9	-3.1	1.9	-3.5	-1.2	-0.6	/	0.0
Cc1ccc(Oc2ncccc2CO)cc1	13.3	7.8	0.7	2.7	-1.6	4.0	-13.6	0.0
Cn1c(S(=O)(=O)O)nc2ccccc21	1.8	13.5	0.3	3.0	-9.2	5.6	11.0	0.0
CCOC(=O)c1c(NC(=O)COC(=O)CCOc2ccc(C)cc2)sc(C(=O)N(C)C)c1C	-0.9	2.9	4.3	-3.7	1.6	-1.0	9.8	-0.1
Cc1ccc(C(=O)N2[C@@H]3CN(C)C(=O)[C@@]2(C)[C@H]2C(=O)N(Cc4ccccc4)C(=O)[C@@H]32)cc1	2.9	-5.9	-1.4	-7.2	-1.8	0.0	-13.0	0.0
O=S(=O)(c1ccc(F)cc1)N1C[C@H]2[C@@H](c3ccccc31)[C@@H](CO)N2Cc1ccccc1Cl	1.2	-4.7	3.0	16.5	3.7	10.4	4.1	0.0
Cc1csc(/N=C/N(C)C)c1C#N	-5.0	-5.3	-0.1	-0.1	5.9	-1.0	-18.1	0.1
